Pf gamet viab = inhibitors of late stage P. falciparum gametocyte viability. actives 0.065% (n = 150,000). P. falciparum stage V gametocytes, ATP luminescence, 24 h. inhibition, % at 10.9 µM;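 active = inhibition above the mean plus 3 SD of compounds within the control limits, set per campaign, cut at about 38% in these data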;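 note: 0% = DMSO wells and 100% = medium only without gametocytes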
Rac1 act GTP bind = modulators of GTP binding to human Rac1 activated mutant; AID 764; percent activity (GTP binding), % at 10 µM; actives 0.11% (n = 190,000); GST-Rac1 activated beads, fluorescent GTP binding, flow cytometry; actives lie on both sides; 100% means binding = to untreated wells;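 active = GTP binding at least 20 percentage points away from the 100% baseline, in either direction, so actives lie on both sides; inconclusive = Compound likely fluorescent itself, or too few beads counted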
Rab7 wt modul = dog Rab7 wildtype GTP binding, inhibitors and activators. GST-Rab7 beads, fluorescent GTP binding, flow cytometry; actives lie on both sides; untreated = 100%, excess cold GTP = 0%. GTP binding activity (percent of control), % at 10 µM. actives 0.055% (n = 190,000). AID 758;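 active = fluorescent GTP binding to Rab7 beads changed by at least 20 points from the 100% baseline, either direction, mostly lower; inconclusive = compound itself probably fluorescent, or too few beads counted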;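 note: median green fluorescence of bound Bodipy-FL-GTP per Rab7 bead population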
Cdc42 wt = modulators (inhibitors or activators) of GTP binding to human Cdc42 wildtype. P60953. GST-Cdc42 beads, Bodipy-GTP binding, flow cytometry; actives lie on both sides. percent activity (GTP binding), % at 10 µM. actives 0.2% (n = 190,000);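 active = percent activity GTP binding at least 20 points away from the 100% baseline, either down as inhibitor or up as activator; inconclusive = compound flagged as likely green fluorescent from well-wide comparison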;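 note: median bead fluorescence of bound Bodipy-FL-GTP at 100 nM; 0% = excess unlabeled GTP control and 100% = no compound control; below 100% means less GTP binding so inhibitor and above means activator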
Target sequence (P60953 whole entry, looked up): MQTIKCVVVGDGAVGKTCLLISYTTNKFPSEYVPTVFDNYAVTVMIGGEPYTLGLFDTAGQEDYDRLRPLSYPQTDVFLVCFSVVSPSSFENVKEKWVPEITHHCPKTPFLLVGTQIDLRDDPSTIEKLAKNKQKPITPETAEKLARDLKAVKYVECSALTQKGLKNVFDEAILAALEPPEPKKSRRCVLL
Rab2A wt mod = changes GTP binding to wildtype dog Rab2A, up or down. P61105. GST-Rab2 wt beads, Bodipy-GTP binding, flow cytometry. GTP binding activity, % at 10 µM. actives 0.19% (n = 190,000);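 active = GTP binding activity at least 20 points away from 100%, either lowered or raised; inconclusive = signal likely due to the compound's own green fluorescence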;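 note: 0% = beads with excess unlabeled GTP and 100% = no-compound control corrected for plate trend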
Mcl1-Bid inh = Mcl-1/Bid interaction inhibition; AID 1021; Q07820; TR-FRET Mcl-1/Bid-Dy647 peptide binding, 1536-well; inhibition, % at 21.7 µM; actives 0.97% (n = 220,000);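 active = compounds that cut the binding signal by more than half at the single screening dose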;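 note: His-tagged Mcl-1 with europium anti-His antibody binding Bid BH3 peptide; 0% = Mcl-1 plus peptide wells and 100% = peptide-only wells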
Target sequence (Q07820 whole entry, looked up): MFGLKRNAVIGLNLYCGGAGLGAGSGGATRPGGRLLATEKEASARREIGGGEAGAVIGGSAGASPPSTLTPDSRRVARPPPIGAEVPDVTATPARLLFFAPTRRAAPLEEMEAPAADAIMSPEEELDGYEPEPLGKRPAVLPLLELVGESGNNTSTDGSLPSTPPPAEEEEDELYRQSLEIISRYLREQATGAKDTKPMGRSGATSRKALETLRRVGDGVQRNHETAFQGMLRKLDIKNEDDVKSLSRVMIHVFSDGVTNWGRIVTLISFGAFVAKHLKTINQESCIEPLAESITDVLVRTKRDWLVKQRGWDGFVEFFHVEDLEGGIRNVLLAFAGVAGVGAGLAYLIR
HRas wt GTP = human HRas wildtype GTP binding, change in either direction; GTP binding activity, % at 10 µM; AID 759; actives 0.14% (n = 190,000); P01112; GST-Ras wt beads, Bodipy-FL-GTP binding, flow cytometry; actives lie on both sides;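 active = GTP binding activity at least 20% away from the 100% baseline, either lowered as inhibitor or raised as activator; inconclusive = flagged as likely green fluorescent, judged across all proteins in the well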;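 note: 0% = unlabeled GTP competition control and 100% = no-compound control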
Target sequence (P01112 whole entry, looked up): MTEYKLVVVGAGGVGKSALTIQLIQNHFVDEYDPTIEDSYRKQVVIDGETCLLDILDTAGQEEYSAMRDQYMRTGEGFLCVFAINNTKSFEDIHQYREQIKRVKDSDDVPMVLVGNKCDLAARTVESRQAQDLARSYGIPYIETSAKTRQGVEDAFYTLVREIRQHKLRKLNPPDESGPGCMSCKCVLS
Mcl1 Noxa PPI = disrupts binding of human Mcl-1 to Noxa peptide | Q07820 | TR-FRET Mcl-1/Noxa peptide binding, 2 h | inhibition, % at 21.7 µM | actives 1.5% (n = 220,000) | AID 1022;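 active = compounds that cut the protein-peptide binding signal by more than 50% relative to plate controls in a single-dose test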;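 note: His-tagged Mcl-1 with rhodamine Noxa BH3 peptide and terbium anti-His antibody; 0% = Mcl-1 plus Noxa peptide wells and 100% = peptide-only wells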
Avidin fluor = avidin bead compound fluorescence profile | Avidin beads, compound fluorescence 488/530 nm, flow cytometry; active compounds read high | fluorescence (KMESF) at 10 µM | actives 0.38% (n = 220,000); in the data active = fluorescence above about 47; note: inactives centre near 10
GSH bead fluor = GSH bead compound fluorescence profile | GSH beads flow cytometry, compound fluorescence 488/530 nm; active compounds read high | fluorescence (KMESF) at 10 µM | actives 0.25% (n = 190,000) | AID 1776; in the data active = fluorescence above about 89;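 note: glutathione beads carrying GST-tagged Bcl family fusion proteins plus one bare bead set; values are compound well signal with DMSO vehicle wells as background; inactives centre near 16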
Rac1 wt GTP bind = modulators of human Rac1 wildtype GTP binding. GST-Rac1 beads, fluorescent GTP binding, flow cytometry; actives lie on both sides; 0 = cold GTP competed, 100 = untreated. P63000. actives 0.27% (n = 190,000). AID 757. GTP binding activity (% of control), % at 10 µM;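 active = GTP binding activity at least 20 points away from the 100% control level, either lower or higher; inconclusive = compound flagged as likely green fluorescent, judged across all proteins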
Numbers without * were called inactive; u = inconclusive; x = no result given.

SMILES | Pf gamet viab | Rac1 act GTP bind | Rab7 wt modul | Cdc42 wt | Rab2A wt mod | Mcl1-Bid inh | HRas wt GTP | Mcl1 Noxa PPI | Avidin fluor | GSH bead fluor | Rac1 wt GTP bind
CC(=O)NC1=NN(C(C)=O)C(c2ccc(F)cc2)S1 (stereo not given) | -12 | 96 | 91 | 96 | 96 | -8 | 94 | -1 | 13 | 11 | 96
c1ccc2c(c1)CCCN2c1nc2ccccc2n2cnnc12 | x | 97 | 98 | 99 | 100 | -5 | 98 | 23 | 5 | 26 | 101
O=C(NC1CC2CCC(C1)N2C(=O)NCc1ccccc1)NC12CC3CC(CC(C3)C1)C2 (stereo not given) | x | 92 | 97 | 97 | 94 | 5 | 97 | 15 | 12 | 33 | 93
CCCOC(=O)C(C)n1cnc2sc(C)c(C)c2c1=O (stereo not given) | x | 102 | 101 | 105 | 105 | -33 | 104 | 32 | 6 | 19 | 102
O=c1[nH]c(=O)c2ncc(-c3ccc(Cl)cc3)nc2[nH]1 | x | u | u | u | u | -25 | u | -6 | 9 | 12 | u
COc1cccc(COc2ccccc2C2Nc3ccc(Br)cc3C(=O)N2NC(=O)c2ccncc2)c1 (stereo not given) | -30 | 98 | 98 | 99 | 96 | -3 | 98 | 14 | 8 | 35 | 101
CC(=O)c1cnc2c(C(=O)O)cnn2c1C | x | 99 | 99 | 100 | 103 | -14 | 100 | 11 | 12 | 35 | 101
O=C(NC1CCCCC1)C(c1ccco1)N(C(=O)c1csnn1)C1CCCC1 (stereo not given) | 26 | 100 | 103 | 100 | 101 | -12 | 100 | -25 | 3 | 30 | 102
O=S(=O)(Nc1ccc(Cl)cn1)c1cccc(S(=O)(=O)c2ccccc2)c1 | x | 93 | 93 | 92 | 92 | -1 | 93 | 16 | 12 | 17 | 96
CCOc1ccccc1NC(=S)N(CCC(C)C)C1CCN(C(C)=O)CC1 | 10 | 94 | 94 | 96 | 96 | -26 | 98 | 6 | 9 | 14 | 98
CC(C)COC(=O)C(C#N)c1nc2ccccc2nc1N1CCN(Cc2ccccc2)CC1 (stereo not given) | x | 100 | 100 | 99 | 99 | 42 | 101 | 27 | 37 | 23 | 101
CCN(CC)C(=O)Nc1ccc(C(=O)OC)cc1 | x | 96 | 100 | 98 | 97 | 0 | 99 | 4 | 11 | 44 | 99
CN(C)CCC(=O)N1c2ccccc2Sc2ccc(Cl)cc21 | 13 | 92 | 95 | 91 | 96 | -18 | 93 | -3 | 9 | 17 | 93
COc1cc(C=C2C(=O)OC(c3ccccc3)OC2=O)cc(Br)c1O (stereo not given) | 2 | 91 | 90 | 93 | 93 | -14 | 91 | 35 | 6 | 13 | 94
Cc1cccc(C=Nc2ccc3c(c2)oc2ccccc23)c1O | 21 | 100 | 99 | 100 | 100 | 18 | 102 | 17 | 13 | 10 | 104

Molecules above that contain a Cl atom:
SMILES | Pf gamet viab | Rac1 act GTP bind | Rab7 wt modul | Cdc42 wt | Rab2A wt mod | Mcl1-Bid inh | HRas wt GTP | Mcl1 Noxa PPI | Avidin fluor | GSH bead fluor | Rac1 wt GTP bind
O=c1[nH]c(=O)c2ncc(-c3ccc(Cl)cc3)nc2[nH]1 | x | u | u | u | u | -25 | u | -6 | 9 | 12 | u
O=S(=O)(Nc1ccc(Cl)cn1)c1cccc(S(=O)(=O)c2ccccc2)c1 | x | 93 | 93 | 92 | 92 | -1 | 93 | 16 | 12 | 17 | 96
CN(C)CCC(=O)N1c2ccccc2Sc2ccc(Cl)cc21 | 13 | 92 | 95 | 91 | 96 | -18 | 93 | -3 | 9 | 17 | 93

Following part
SMILES | Pf gamet viab | Rac1 act GTP bind | Rab7 wt modul | Cdc42 wt | Rab2A wt mod | Mcl1-Bid inh | HRas wt GTP | Mcl1 Noxa PPI | Avidin fluor | GSH bead fluor | Rac1 wt GTP bind
O=C(COC(=O)CCSc1ccccc1)NCc1ccccc1Cl | -17 | 95 | 99 | 101 | 96 | -45 | 99 | -9 | 6 | 12 | 102
Nc1cc(=O)[nH]c(SCC(=O)Nc2cc([N+](=O)[O-])ccc2Cl)n1 | x | 102 | 101 | 102 | 104 | -45 | 100 | 8 | 13 | 14 | 110
O=C1CCCc2ccccc2N1 | -23 | 95 | 87 | 94 | 92 | -39 | 93 | 4 | 6 | 17 | 96
CCCC1(C(=O)OC)NC(c2ccc(OC)c(OC)c2)C2C(=O)N(c3ccc4c(c3)OCO4)C(=O)C21 (stereo not given) | 18 | 98 | 100 | 98 | 101 | -8 | 100 | 7 | 11 | 6 | 98
O=C(/C=C/c1ccc([N+](=O)[O-])cc1)OCc1cnc(-c2ccccc2)o1 | -28 | 92 | 101 | 93 | 91 | -14 | 97 | -1 | 10 | 12 | 99
COC(=O)c1cc(OC)c(OC)cc1NC(=S)N1CCCC1 | -24 | 94 | 98 | 101 | 98 | -63 | 96 | 8 | 10 | 22 | 99
COc1nc(OC)nc(N2CCC(C(=O)NCc3ccco3)CC2)n1 | -22 | 101 | 99 | 105 | 102 | -13 | 103 | 1 | 11 | 12 | 104
O=C(O)CCc1nc(-c2ccccc2Cl)no1 | x | 103 | 99 | 104 | 102 | 1 | 103 | 7 | 15 | 28 | 100
O=C(NCc1ccccn1)Nc1cccc(NC(=O)NCc2ccccn2)c1 | 4 | 100 | 105 | 107 | 107 | -41 | 106 | -77 | 5 | 64 | 108
CC(NC(=O)C1CCC(=O)N1Cc1ccc(F)cc1)c1ccc2c(c1)OCCO2 (stereo not given) | x | 98 | 100 | 98 | 99 | -4 | 100 | -4 | 6 | 27 | 101
Cc1cccc2nc(CSc3nnc4ccccn34)cn12 | 19 | 99 | 102 | 104 | 104 | -27 | 102 | -13 | 14 | 28 | 108
CN1CCN(c2ccc([N+](=O)[O-])cc2NC(=O)c2ccccc2Cl)CC1 | x | 100 | 102 | 104 | 105 | -11 | 103 | 19 | 11 | 17 | 101
COCC(=O)NNC(=O)c1ccc(OC)cc1 | -37 | 98 | 103 | 103 | 103 | -5 | 100 | -12 | 26 | 12 | 103
O=C(NCCc1cccs1)C1CC(c2c(Cl)cccc2Cl)=NO1 (stereo not given) | 17 | 102 | 106 | 105 | 103 | -5 | 103 | 5 | 34 | 13 | 100
O=C(Nc1ccccc1Cl)C1CC(=O)n2c(nc3ccccc32)N1 (stereo not given) | 2 | 94 | 103 | 96 | 99 | -16 | 99 | -11 | 10 | 22 | 98

Grouped by structure: the entries above with an NH in an aromatic ring (2)
SMILES | Pf gamet viab | Rac1 act GTP bind | Rab7 wt modul | Cdc42 wt | Rab2A wt mod | Mcl1-Bid inh | HRas wt GTP | Mcl1 Noxa PPI | Avidin fluor | GSH bead fluor | Rac1 wt GTP bind
O=c1[nH]c(=O)c2ncc(-c3ccc(Cl)cc3)nc2[nH]1 | x | u | u | u | u | -25 | u | -6 | 9 | 12 | u
Nc1cc(=O)[nH]c(SCC(=O)Nc2cc([N+](=O)[O-])ccc2Cl)n1 | x | 102 | 101 | 102 | 104 | -45 | 100 | 8 | 13 | 14 | 110

Just Mcl1 Noxa PPI and Rab2A wt mod, for 2 of the compounds above:
structure,Mcl1 Noxa PPI,Rab2A wt mod
COc1cc(C=C2C(=O)OC(c3ccccc3)OC2=O)cc(Br)c1O (stereo not given),35,93
O=C(NC1CCCCC1)C(c1ccco1)N(C(=O)c1csnn1)C1CCCC1 (stereo not given),-25,101

The listing continues:
SMILES | Pf gamet viab | Rac1 act GTP bind | Rab7 wt modul | Cdc42 wt | Rab2A wt mod | Mcl1-Bid inh | HRas wt GTP | Mcl1 Noxa PPI | Avidin fluor | GSH bead fluor | Rac1 wt GTP bind
COc1ccc(C2=NN(S(C)(=O)=O)C(c3cccs3)C2)cc1 (stereo not given) | 4 | 97 | 98 | 98 | 99 | -20 | 96 | -10 | 9 | 24 | 97
Cc1ccc(-c2nc3cc(NC(=O)C(C)C)ccc3o2)cc1 | 8 | 97 | 95 | 97 | 95 | 5 | 97 | -26 | 26 | 23 | 101
O=C(Nc1cnn(Cc2ccc(Cl)cc2)c1)c1ccc([N+](=O)[O-])cc1 | -19 | 97 | 95 | 97 | 97 | -7 | 98 | -3 | 34 | 8 | 99
COc1ccc(OC)c(-n2nnnc2SCC(=O)Nc2nc(C)c(C)s2)c1 | x | 96 | 101 | 96 | 98 | -14 | 97 | 9 | 5 | 27 | 98
Cc1ccc2nc(N/C(=N/S(=O)(=O)c3ccc(F)cc3F)c3ccccc3)sc2c1 | 14 | 88 | 93 | 92 | 92 | -22 | 92 | 16 | 8 | 10 | 90
CCCCCc1c(C)nc(N2CCc3ccccc3C2)[nH]c1=O | x | 97 | 94 | 99 | 99 | -6 | 98 | 17 | 21 | 25 | 94
Cc1cccc(N2CSC3=C(C#N)C(c4ccc(C)o4)CC(=O)N3C2)c1 (stereo not given) | x | 98 | 96 | 100 | 99 | 71* | 97 | 107* | 6 | 20 | 101
Cc1ccc(-c2nnc3ccc(SCC(=O)N4CCc5ccccc54)nn23)cc1 | x | 93 | 101 | 95 | 97 | 22 | 94 | -8 | 6 | 24 | 96
COc1cccc(C(=O)N2CCC(O)(c3cccnc3)CC2)c1 | -20 | 95 | 93 | 98 | 94 | -10 | 96 | -14 | 11 | 25 | 94
O=C(NNC1=NCCCCC1)c1cccc([N+](=O)[O-])c1 | 7 | 97 | 94 | 96 | 97 | -2 | 95 | -6 | 11 | 16 | 100
C#CCNC(=O)C1=C[C@@H](c2coc3ccccc3c2=O)[C@H](CCCO)[C@@H](OCC)O1 | x | 96 | 106 | 98 | 98 | -4 | 96 | 6 | 5 | 21 | 96
O=C(Cn1nnc(-c2ccccc2)n1)OC1CCOC1=O (stereo not given) | -19 | 97 | 92 | 95 | 98 | -3 | 95 | 10 | 9 | 29 | 96
COc1ccc2c(C)cc(SCC(=O)Nc3c(C)n(C)n(-c4ccccc4)c3=O)nc2c1 | x | 101 | 101 | 99 | 102 | -13 | 101 | 8 | 12 | 24 | 102
CN(C(=O)COC(=O)COc1ccccc1F)C1CCS(=O)(=O)C1 (stereo not given) | x | 99 | 103 | 98 | 100 | -18 | 100 | 6 | 15 | 39 | 103
CCc1cc(C(=O)OC)c(NC(=O)CC2Nc3cc(C)c(C)cc3NC2=O)s1 (stereo not given) | -16 | 104 | 108 | 104 | 104 | -40 | 110 | 15 | 15 | 11 | 106
